# High-throughput results as filed in PubChem BioAssay.
# Tb PYK inh = blocks Trypanosoma brucei pyruvate kinase; Potency, µM (top dose mostly 76.8 µM), for the others: at the top dose activity, negative = inhibition, most hits filed as inhibitors; 0.12% of 410,000 active; AID 624173; Q57TT1; TbPYK enzyme, Kinase-Glo Plus ATP luminescence, 45 min; also: potency is read from the fitted curve at half-maximal effect; nearly all actives have a fitted effect of over 50% in size
#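 Enzyme and substrate buffer are dispensed first and compound is pin-transferred. ADP at 130 uM final then starts the reaction, which runs 45 min at room temperature. Detection reagent is added for 10 min before luminescence is imaged.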
# AMA1 RON2 block = disrupts binding of P. falciparum AMA1 to RON2 | AID 720542 | AlphaScreen AMA1-biotinylated RON2 peptide binding | Potency, µM (top dose mostly 58.2 µM), for inactives: at the highest dose activity change, negative = inhibition, hits mostly inhibitors | 0.2% of 360,000 active;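 also: potency is read from the fitted curve at half-maximal effect; 0% = vehicle wells and -100% = peptide control; nearly all actives have a fitted effect of over 45% in size; some results filed as inactive show a strong effect at the top dose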
#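 AMA1 (3D7) with his tag at 25 nM final met compounds first, then biotinylated RON2 peptide at 25 nM; detection used donor plus acceptor beads, 10 µg/mL apiece, read by AlphaScreen after 30 min at room temperature.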
# LmPK inh = blocks Leishmania mexicana pyruvate kinase activity; Q27686; purified LmPK, Kinase-Glo ATP luminescence, 1 h; Potency, µM (top dose mostly 57.5 µM), inactives show at the top dose activity change, negative = inhibition, hits mostly inhibitors; 0.37% of 290,000 active; also: potency is read from the fitted curve at half-maximal effect
# Target sequence (Q27686 whole entry, looked up): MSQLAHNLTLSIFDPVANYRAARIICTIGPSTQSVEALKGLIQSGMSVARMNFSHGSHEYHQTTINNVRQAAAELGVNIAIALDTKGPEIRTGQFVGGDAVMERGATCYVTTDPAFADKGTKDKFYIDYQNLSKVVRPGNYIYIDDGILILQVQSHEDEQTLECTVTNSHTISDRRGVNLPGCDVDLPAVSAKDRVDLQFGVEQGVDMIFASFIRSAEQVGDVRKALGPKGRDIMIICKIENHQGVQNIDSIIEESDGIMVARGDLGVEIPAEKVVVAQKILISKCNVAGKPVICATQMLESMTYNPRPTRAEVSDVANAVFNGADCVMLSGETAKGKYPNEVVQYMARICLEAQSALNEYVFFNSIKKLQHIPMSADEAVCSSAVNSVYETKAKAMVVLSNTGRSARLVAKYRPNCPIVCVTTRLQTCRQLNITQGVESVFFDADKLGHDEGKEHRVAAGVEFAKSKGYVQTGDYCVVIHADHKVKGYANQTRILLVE
#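 Kinase-Glo luminescence read after 1 h RT reaction of 0.1 nM LmPK with 0.5 mM PEP and 0.1 mM ADP. Activity scaled between uninhibited and enzyme-free controls.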
# HCMV inh = blocks human cytomegalovirus replication; HFF cells, HCMV-luciferase reporter, 72 h; active compounds read low; 4.5% of 410,000 active; AID 1259415; activity change, negative = inhibition, % at 57.5 µM; in the data active = activity change below about -60%; inconclusive = no clear call, values can overlap the other calls; inactive = above about -39%
#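 Two-dose cell screen: HFF monolayers treated with compounds and infected with luciferase-expressing HCMV at 1 PFU/cell, 72 h at 37C, then lysed for luciferase measurement.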
# Sm TGR inh = blocks Schistosoma mansoni thioredoxin glutathione reductase. 3% of 360,000 active. Q962Y6. Potency, µM (titrated, usually from 114 µM), for the others: top-dose activity change, negative = inhibition, usual class: inhibitors. purified TGR, DTNB reduction, TNB absorbance 405 nm; also: potency is read from the fitted curve at half-maximal effect; nearly all actives have a fitted effect of over 60% in size
#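 First, TGR (20 nM dispensed) and NADPH were mixed with compound. Second, a 15 min room-temperature incubation followed. Third, further NADPH and then DTNB were added to start the reaction. Finally, TNB absorbance was monitored kinetically.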
# AmpC inh no detg = inhibitors of E. coli AmpC beta-lactamase without detergent; P00811; AmpC nitrocefin hydrolysis, absorbance 480 nm, 0.0001% Triton; Potency, µM (titrated, usually from 57.1 µM), inactives show at the top dose activity change, negative = inhibition, actives largely listed as inhibitors; 0.52% of 330,000 active;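 also: potency is read from the fitted curve at half-maximal effect; plate controls were no compound for no effect and no enzyme for full effect; nearly all actives have a fitted effect of over 20% in size; some results filed as inactive show a strong effect at the top dose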
# Target sequence (P00811 whole entry, looked up): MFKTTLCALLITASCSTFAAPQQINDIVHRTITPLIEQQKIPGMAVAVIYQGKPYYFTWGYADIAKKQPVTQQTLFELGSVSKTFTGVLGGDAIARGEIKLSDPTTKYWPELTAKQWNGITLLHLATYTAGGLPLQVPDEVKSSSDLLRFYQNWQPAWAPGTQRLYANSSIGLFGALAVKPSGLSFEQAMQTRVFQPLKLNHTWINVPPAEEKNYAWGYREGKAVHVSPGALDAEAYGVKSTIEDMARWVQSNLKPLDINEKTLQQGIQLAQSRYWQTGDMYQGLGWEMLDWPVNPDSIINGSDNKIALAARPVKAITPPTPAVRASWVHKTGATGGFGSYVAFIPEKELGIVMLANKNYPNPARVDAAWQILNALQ
#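 20 mM phosphate pH 7.0 + 0.01% (detergent screen) or 0.0001% Triton X-100; 5.3 nM AmpC reagent; cpd preinc 15 min RT; nitrocefin (800 uM stock) to start; A480 q20 s × 4 min; Activity was normalised to no-enzyme and no-compound control wells.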
# AmpC inh detg = blocks E. coli AmpC beta-lactamase in detergent assay; P00811; AmpC hydrolysis of nitrocefin, absorbance 480 nm, 0.01% Triton; Potency, µM (top dose mostly 114 µM), without a hit: top-dose activity change, negative = inhibition, usual class: inhibitors; 0.041% of 370,000 active; AID 485294;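 also: potency is read from the fitted curve at half-maximal effect; 0% = no-compound wells and -100% = no-enzyme wells; nearly all actives have a fitted effect of over 25% in size; some results filed as inactive show a strong effect at the top dose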
#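 20 mM phosphate pH 7.0 + 0.01% (detergent screen) or 0.0001% Triton X-100; 5.3 nM AmpC reagent; cpd preinc 15 min RT; nitrocefin (800 uM stock) to start; A480 q20 s × 4 min; Activity was normalised to no-enzyme and no-compound control wells.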
# Active calls of the source: *; ? = inconclusive; . = no result given; & = joins results of further samples; [ ] = remark or other dose. Unless noted, calls follow the shape of the dose curve; as a rule, active = well fitted curve in the direction sought with a large enough effect; inconclusive = small, poorly fitted or top-dose-only effect, or another doubt; inactive = no such curve, though single readings can be large; an effect the other way counts as inactive or inconclusive. Unless noted, % is scaled to controls: 0 for no effect and ±100 for the full control effect. No enrichment for hits (roughly 7.4% active in at least one column).
SMILES,Tb PYK inh,AMA1 RON2 block,LmPK inh,HCMV inh,Sm TGR inh,AmpC inh no detg,AmpC inh detg
COc1ccc(S(=O)(=O)N(C)c2ccc(C(=O)NCc3ccccn3)cc2)cc1,-7%,-3%,-9%,39,-9%,-22%,4%
COC(=O)c1c(C)[nH]c(C)c1-c1ccc([N+](=O)[O-])cc1,-11%,0%,-1%,?,-6%,-18%,5%
CCn1nnnc1SCC(=O)N1CCCCC1,2%,2%,.,-18,-1%,17%,-9%
NC(=O)c1ccc[n+](CC(=O)c2ccccc2)c1,-5%,0%,6%,-6,6%,-21%,1%
Cc1c(C(=O)Nc2nc(-c3ccccn3)cs2)oc2ccccc12,-17%,23%,.,.,-5%,19%,4%
NC(=O)C1CCN(C(=O)COc2cccc3ccccc23)CC1,-5%,-11%,0%,3,40%[activator],-2%,-6%
CC(C)c1nnc(N2C(=O)c3oc4ccccc4c(=O)c3C2c2ccco2)s1 (stereo unspecified),-3%,4%,2%,-12,-10%,-14%,?
Cc1cn(CC(=O)NCCc2c[nH]c3ccccc23)c(=O)[nH]c1=O,3%,-13%,.,17,.,.,.
CC(C)Oc1ccc(S(=O)(=O)N2CCOCC2)cc1NC(=O)C1CSC2(C)CCC(=O)N12 (stereo unspecified),4%,-7%,.,-14,-1%,54%,?
Cc1ccc(CNc2nc(-c3cccnc3)nc3ccccc23)cc1,1%,-12%,-1%,-12,-9%,-20%,-8%
CCc1cccc(NC(=O)C(NS(=O)(=O)c2ccc3nc(C)sc3c2)C(C)C)c1 (stereo unspecified),-1%,.,.,-6,-3%,.,7%
COc1ccc(CNC(=O)C2Cc3c(-c4cccc(F)c4)ccnc3O2)cc1OC (stereo unspecified),1%,-22%,.,0,.,.,.
Cc1ccc(C(CC(=O)O)C2CCOC(C)(C)C2)cc1 (stereo unspecified),4%,2%,2%,40,1%,-13%,-18%
CCOC(=O)c1c(C)n(Cc2ccco2)c2ccc(OC)cc12,0%,5%,-1%,-8,?,2%,?
Cn1c2ccccc2c(=O)c2ccc(C#CC3(N)CCCCC3)cc21,-5%,10%,2%,37,-10%,117%[activator],-8%
Cc1c(Cl)cccc1NC(=O)c1cc(-c2ccco2)on1,-2%,0%,-5%,-31,2%,-53%,?
Cn1c(CO)cnc1SCc1c(Cl)cccc1Cl,-11%,-4%,5%,-9,1%,-12%,0%
COc1ccc(Nc2nnc(SCC(=O)/C=C3/N(C)c4ccccc4C3(C)C)s2)cc1,-17%,-26%,1%,-74*,-16%,-48%,-4%
CC1(C(=O)NCc2ccccc2)Oc2ccccc2NC1=O (stereo unspecified),1%,0%,3%,28,3%,-5%,-4%
O=C1[C@H](Cc2ccccc2)NCCCC[C@@H](c2ccco2)N1Cc1ccccc1,-6%,-3%,.,7,.,.,.
O=C(O)/C=C\C(=O)Nc1ccc(F)c(F)c1F,1%,-5%,1%,-12,?,-12%,0%
CS(=O)(=O)N1CCC(C(=O)Nc2cccc(Cl)c2Cl)CC1,6%,8%,-3%,-9,5%,-6%,-13%
O=C(CN1C(=O)C2C3C=CC(C4CC34)C2C1=O)Nc1cnc2ccccc2c1 (stereo unspecified),-7%,-6%,2%,-7,.,-31%,?
CN(C)S(=O)(=O)c1ccc2c(c1)nc(CCC(=O)NCc1ccc(Cl)cc1)n2C,5%,17%,0%,?,10%,34%,8%
Cn1nc(C(F)(F)F)c(-c2ccc(Br)cc2)c1NC(=O)c1nccnc1C(=O)O,7%,22%,-1%,1,2%,-19%,4%

# 3 entries from above, as labelled records:
CC(C)c1nnc(N2C(=O)c3oc4ccccc4c(=O)c3C2c2ccco2)s1 (stereo unspecified)
  Tb PYK inh: -3%; AMA1 RON2 block: 4%; LmPK inh: 2%; HCMV inh: -12; Sm TGR inh: -10%; AmpC inh no detg: -14%; AmpC inh detg: ?
O=C1[C@H](Cc2ccccc2)NCCCC[C@@H](c2ccco2)N1Cc1ccccc1
  Tb PYK inh: -6%; AMA1 RON2 block: -3%; LmPK inh: .; HCMV inh: 7; Sm TGR inh: .; AmpC inh no detg: .; AmpC inh detg: .
Cc1cn(CC(=O)NCCc2c[nH]c3ccccc23)c(=O)[nH]c1=O
  Tb PYK inh: 3%; AMA1 RON2 block: -13%; LmPK inh: .; HCMV inh: 17; Sm TGR inh: .; AmpC inh no detg: .; AmpC inh detg: .

# Next compounds
SMILES,Tb PYK inh,AMA1 RON2 block,LmPK inh,HCMV inh,Sm TGR inh,AmpC inh no detg,AmpC inh detg
CC1CCc2c(sc3ncn(CCO)c(=O)c23)C1 (stereo unspecified),0%,-13%,-5%,48,.,-1%,0%
CCCn1nnnc1NC(=O)c1cc(Cl)ccc1Cl,-6%,36%[activator],2%,7,-2%,-11%,?
CCOc1ccc(OCCC(=O)Nc2ccc3c(c2)OCO3)cc1,-10%,0%,.,-14,-12%,-19%,-2%
CC(C)(C)C1=NN=C2c3ccccc3C(=O)C21 (stereo unspecified),-20%,-4%,2%,-37,7%,-32%,?
CCCCCn1c(=O)[nH]c2cc(C(=O)NCCCN(C)Cc3ccccc3)ccc2c1=O,-1%,2%,10%,-35,6%,-12%,4%
COc1cccc(-c2c(C(=O)N/N=C/c3sccc3C)nnn2-c2nonc2N)c1,1%,13%,11%,?,-8%,-37%,-13%
Cc1ccc(NC(=O)/C(=C/c2ccc([N+](=O)[O-])cc2)NC(=O)c2ccccc2)cc1,-6%,-4%,3%,?,13%,-30%,1%
COC(C(=O)NCc1ccccc1C)c1ccccc1 (stereo unspecified),-15%,-7%,-4%,-7,-1%,1%,-3%
CCN(CC(O)c1cccc(O)c1)C(=O)C12CC3CC(CC(C3)C1)C2 (stereo unspecified),0%,-7%,3%,-20,0%,10%,-16%
COCCCNC(=O)C1CCC(CNS(=O)(=O)c2ccc(OC)cc2)CC1 (stereo unspecified),-2%,-3%,1%,-10&0,-1%&11%,18%,-1%&-1%
Cc1ccc(C2(C)NC(=O)N(CC(=O)Nc3ccc(Cl)c(S(=O)(=O)N4CCCCC4)c3)C2=O)cc1 (stereo unspecified),1%,26%,.,0,8%,-39%,?
O=C(O)c1cnn(-c2ccccc2)c1-n1cccc1,1%,-4%,6%,43,1%,-21%,-2%
Cc1cc(C)c2c(CN3CCC(C)CC3)cc(=O)oc2c1,8%,-4%,4%,34,-5%,-19%,-4%
CSc1ccccc1NC(=O)CN1CCN(S(=O)(=O)c2ccccc2[N+](=O)[O-])CC1,3%,-5%[11.6 µM],.,-13,-21%,-9%,-4%
CC(O)CNc1cc(N)c([N+](=O)[O-])cc1[N+](=O)[O-] (stereo unspecified),4%,-9%,3%,0,-2%,-10%,-4%
CCOCCCn1c(SCC(=O)NC2CCCC2)nc2ccccc2c1=O,-4%,4%,-6%,-27,-7%,-5%,0%
Cc1c(O)ccc2c(CC(=O)N[C@@H](Cc3ccccc3)C(=O)O)cc(=O)oc12,-11%,-6%,6%,12,0%,-22%,2%
CN(C)c1ccc(CNC(=O)CN2C(=O)c3cccnc3Oc3ccc(Cl)cc32)cc1,-9%[15.4 µM],.,.,0,0%,.,-1%
CCC(CC)c1nnc(NC(=O)C2=NNC(=O)CC2)s1,2%,45%[activator],3%,-31,-2%,-30%,2%
C=C1C(=O)OC2C1CCC(C)C1(O)C=CC(=O)C21C (stereo unspecified),0%,-1%,.,-108*,.,.,.
CC(=O)Nc1ccc(OS(=O)(=O)c2ccc([N+](=O)[O-])cc2)cc1,1%,-3%,2%,-62*,3%,-5%,?
N#Cc1ccc(/C=C/C(=O)c2cccnc2)cc1,?,-2%,-4%,9,28µM*,-6%,-11%
CN(C)CCOC(=O)C1(c2ccccc2)CCOCC1,5%&1%,3%&5%,5%&-2%,-15&-1,2%&7%,-12%&-14%,-3%&-4%
COc1cc(/C=C2/SC(=O)NC2=O)ccc1Oc1ccc([N+](=O)[O-])cc1[N+](=O)[O-],-3%,-13%,2%,-35,-34%,-56%,0%
COc1ccc(S(=O)(=O)N2CCOCC2)cc1C(=O)NCC(c1ccccc1)c1ccccc1,1%,1%[11.6 µM],.,-15,.,.,.
SMILES,Tb PYK inh,AMA1 RON2 block,LmPK inh,HCMV inh,Sm TGR inh,AmpC inh no detg,AmpC inh detg
COC(=O)c1cc(Br)c(=O)n(-c2ccc(C(C)=O)cc2)c1,.,.,2%,.,3%,-15%,-14%
Cc1ccc2nc3c(cc(C(=O)NCC4CCCO4)c(=N)n3CCCOC(C)C)c(=O)n2c1 (stereo unspecified),-3%,-3%,8%,-7,21%,37%,2%
CCOC(=O)c1c(C)oc2ncnc(N3CCN(c4ccc(C)cc4C)CC3)c12,-6%,.,.,4,8%,.,8%
Cc1ccc(C(=S)NCS(=O)(=O)c2ccc(C)cc2)cc1,4%,0%,9%,-17,2.8µM*,-19%,-2%
Cc1ccc2[nH]cc(CCNC(=O)c3ccco3)c2c1,-5%,-11%,-1%,40,-10%,-20%,1%
CCOC(=O)c1cc(C(C)(C)C)oc1CNC(=O)c1c(C)oc2c1CCCC2,2%,-22%,4%,-34,-20%,36%,-2%
CC(=O)Nc1ccc(S(=O)(=O)NCc2nc(-c3ccccc3Cl)no2)cc1,0%,9%,0%,5,-3%,-17%,-10%
Cc1c(C(=O)OCC(=O)c2c(N)n(CC(C)C)c(=O)n(C)c2=O)oc2ccccc12,-2%,-7%,1%,-64*,-10%,52%,-7%
CCCCS(=O)(=O)c1sc2nc3c(cc2c1N)CCCC3,5%,6µM*,2%,?,-10%,-24%,?
Cc1ccc(C)c(NC(=O)CSc2nnc(-c3ccccc3)o2)c1,0%,6%,5%,33,6%,40µM*,?
COC(=O)c1ccc(COc2ccc(/C=N/Nc3nc(C)cc(=O)[nH]3)cc2)cc1,-9%,22%,-10%,-5,0%,19%,-5%
Cc1cc(C)c2sc(N(CCCN(C)C)C(=O)c3ccc(Br)s3)nc2c1,-3%,-10%,-5%,-39,-1%,222%[activator],?
O=C(NCCN1CCOCC1)c1cc(Sc2cccc(Cl)c2)nc2ccccc12,11%,-9%[11.6 µM],0%,-40,-7%,191%[activator],-12%
CCOc1ccc2nc(N3CCCC(C(=O)NCCc4ccc(OCC)c(OCC)c4)C3)sc2c1 (stereo unspecified),-1%,.,.,39,3%,.,21%
CCC(CC)C(=O)NCCc1cc2ccc(C)cc2[nH]c1=O,0%,18%,0%,-18,-5%,-4%,?
Cc1cc(=O)[nH]c(/N=C(\N)Nc2ccc(SC(F)F)cc2)n1,4%,4%,3%,-10,-4%,-19%,-1%
